Screening results as filed in PubChem.
TWEAK-Fn14 inh: inhibitors of TWEAK-Fn14 interaction signaling | TWEAK-stimulated Fn14 reporter cells, luciferase luminescence, 8 h | inhibition, % at 10 µM | hit rate 2% among 360,000; in the data active means inhibition above about 50%
NCOA1 inh: inhibits human SRC1 coactivator; HEK293 GAL4-SRC1 luciferase reporter, luminescence; inhibition, % at 3.6 µM; hit rate 0.12% among 360,000; AID 588354;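 active means inhibition above the campaign mean plus 3 SD, with each screening campaign given its own cutoff, cut at about 60% in these data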;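 further: 0% = DMSO treated cells and 100% = gossypol at 36 µM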
C8 TRAIL sens: sensitizes caspase-8 expressing cells to TRAIL; NB7+C8 cells + TRAIL, ATPlite viability luminescence; inhibition (viability loss, TRAIL sensitization), % at 10 µM; hit rate 1% among 360,000;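 active means compounds causing at least 50% loss of cell viability in the single-dose screen, relative to plate controls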
NR5A2 inv ag: inverse agonists of human LRH-1 (NR5A2). inhibition, % at 3.6 µM. hit rate 0.13% among 360,000. HEK293T StAR-luciferase reporter, LRH-1 transfected, 24 h. O00482. AID 602396;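 active means inhibition above the mean inhibition of all tested compounds plus 3 SD, cut at about 73% in these data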;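 further: 0% = DMSO wells and 100% = reporter-only cells lacking LRH-1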
Target sequence (O00482 whole entry, looked up): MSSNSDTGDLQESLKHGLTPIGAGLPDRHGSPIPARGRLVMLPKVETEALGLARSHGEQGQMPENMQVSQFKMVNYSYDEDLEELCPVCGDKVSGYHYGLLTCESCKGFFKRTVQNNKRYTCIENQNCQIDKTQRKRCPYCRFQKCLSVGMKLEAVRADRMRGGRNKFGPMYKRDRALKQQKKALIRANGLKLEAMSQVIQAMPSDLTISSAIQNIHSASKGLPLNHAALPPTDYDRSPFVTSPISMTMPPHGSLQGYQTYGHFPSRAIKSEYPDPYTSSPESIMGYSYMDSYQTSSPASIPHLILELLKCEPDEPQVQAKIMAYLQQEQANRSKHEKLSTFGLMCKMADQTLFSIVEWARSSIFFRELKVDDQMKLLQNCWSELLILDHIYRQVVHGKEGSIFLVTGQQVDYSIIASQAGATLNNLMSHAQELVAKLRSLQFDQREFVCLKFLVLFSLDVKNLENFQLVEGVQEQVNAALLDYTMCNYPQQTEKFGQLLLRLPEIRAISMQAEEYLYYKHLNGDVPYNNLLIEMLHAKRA
KKLEB tox: counter-screen for CF NF-kB inhibitors: cytotoxicity; KKLEB CF airway cells viability, ATPlite luminescence, overnight; stronger effect = lower value; cells stimulated with P. aeruginosa culture filtrate; activity change (cytotoxicity), % at 5 µM; hit rate 0.36% among 360,000;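 active means corrected activity change at or below -50% at 5 µM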
EBV LMP1 NFkB: reduces LMP1-driven NF-kappaB luciferase signal; LMP1-induced NF-kappaB luciferase reporter cells, luminescence; inhibition, % at 12.5 µM; hit rate 0.69% among 350,000; in the data active means inhibition above about 41%;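 further: 0% = neutral control wells and 100% = reference inhibitor control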
SRC3 inh: inhibitors of human steroid receptor coactivator 3 (SRC3). Q9Y6Q9. HEK293 GAL4-SRC3 luciferase reporter, luminescence. inhibition, % at 3.6 µM. hit rate 0.17% among 360,000. AID 588352;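 active means inhibition above a per-campaign cutoff, the mean of all compounds plus 3 SD, cut at about 60% in these data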;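 further: 0% = DMSO-treated cells and 100% = gossypol-treated cells at 36 µM; higher means less SRC3-driven luciferase light from the GAL4 reporter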
SRC2 inh: human SRC2 (NCOA2) inhibition. Q15596. HEK293 GAL4-SRC2 luciferase reporter, luminescence. inhibition, % at 9 µM. hit rate 0.17% among 370,000. AID 651957;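 active means inhibition above the mean inhibition of all tested compounds plus 3 SD, set per campaign, cut at about 52% in these data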;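 further: 0% = DMSO treated cells and 100% = cells given Gossypol at 36 µM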
NR2F2 inh: NR2F2 (human) inhibition, primary screen; P24468; HEK293T NGFI-A luciferase reporter, luminescence; inhibition, % at 8.6 µM; hit rate 0.7% among 370,000; AID 686940;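 active means inhibition above a per-plate cutoff, mean inhibition of test wells between control levels plus 3 SD, cut at about 38% in these data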;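 further: cells cotransfected with COUP-TFII expression vector driving the NGFI-A reporter; 0% = median of COUP-TF2 test wells and 100% = reporter-only cells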
Target sequence (P24468 whole entry, looked up): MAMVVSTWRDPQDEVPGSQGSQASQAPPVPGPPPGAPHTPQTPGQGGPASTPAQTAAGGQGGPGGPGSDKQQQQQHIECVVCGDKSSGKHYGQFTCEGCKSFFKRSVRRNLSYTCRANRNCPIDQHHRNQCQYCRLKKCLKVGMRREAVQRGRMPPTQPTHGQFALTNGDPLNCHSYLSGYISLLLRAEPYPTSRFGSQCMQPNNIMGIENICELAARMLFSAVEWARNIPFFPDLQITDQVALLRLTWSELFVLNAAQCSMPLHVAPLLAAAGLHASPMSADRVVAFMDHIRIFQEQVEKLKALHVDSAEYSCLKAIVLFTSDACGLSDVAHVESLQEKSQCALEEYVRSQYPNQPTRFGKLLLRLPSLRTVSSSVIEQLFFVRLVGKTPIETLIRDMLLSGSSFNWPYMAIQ
TROY signal inh: blocks TROY-dependent signaling in reporter cells. Q293 LMP1-TROYcd NF-kB luciferase reporter, 4 h. inhibition, % at 10 µM. hit rate 0.98% among 360,000;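 active means compounds whose plate-normalised and pattern-corrected inhibition of the luciferase reporter signal at the single screening dose is 50% or more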
CF NFkB block: blocks PAF-induced NF-kB reporter in cystic fibrosis cells; hit rate 0.86% among 360,000; KKLEB NF-kB-GFP reporter, GFP fluorescence overnight; inhibition, % at 5 µM;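 active means at least 50% inhibition at 5 µM, scaled per plate between neutral and stimulator controls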;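 further: PAF is a Pseudomonas aeruginosa culture filtrate used as stimulus; plate controls were PAF-stimulated DMSO wells for no effect and unstimulated DMSO wells for full effect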
Active calls of the source: *; . = not tested or not shown. An excerpt; count on the stated rates, not on these rows.

SMILES | TWEAK-Fn14 inh | NCOA1 inh | C8 TRAIL sens | NR5A2 inv ag | KKLEB tox | EBV LMP1 NFkB | SRC3 inh | SRC2 inh | NR2F2 inh | TROY signal inh | CF NFkB block
O=C(NC1CCCCC1)N1Cc2cc(N3CCOCC3)ccc2-n2nncc2C1 | -31 | 0 | -5 | 14 | 5 | . | 9 | -2 | -6 | 4 | -44
CN1CCN(c2ccc(N)cc2)CC1 | 2 | -6 | -3 | 10 | 7 | -2 | 20 | -13 | 5 | 5 | -7
COc1ccc(C(=O)CN2CCOCC2)cc1F | 0 | 4 | 3 | 9 | -6 | 1 | 12 | 2 | 7 | 4 | -2
COc1ccc2c(c1O)[C@]13CCN(C)[C@H](C2)[C@@H]1CCC(=O)C3 | 7 | 3 | -15 | 3 | -10 | -3 | 12 | 12 | -2 | 1 | 16
Cc1cccn2c(=O)c3c(nc12)N1CCC(Cc2ccccc2)CC1C1(C3)C(=O)N(C)C(=O)N(C)C1=O (stereo unspecified) | -1 | -5 | -7 | 0 | -8 | 9 | -1 | -23 | 12 | 6 | 8
c1ccc(C2OCCN3CCCCC23)cc1 (stereo unspecified) | 1 | -5 | -15 | 4 | 3 | -2 | 22 | -26 | 6 | 6 | -3
COc1cc2c(cc1O)[C@@H]1Cc3ccc(OC)c(O)c3CN1CC2 | 21 | -10 | 19 | 11 | -8 | 11 | 1 | -5 | -7 | 7 | -11
C[C@]12CCC(=O)C=C1CC[C@@H]1C2[C@H](O)C[C@]2(C)C(=O)CCC12 (stereo partly specified) | 1 | 0 | -16 | 13 | 3 | -3 | 13 | -26 | -7 | -4 | -5
Cc1ccc(-c2cc(-c3ccccc3)cc(-c3ccccc3)[n+]2-c2ccccc2)cc1 | 104* | 56 | 91* | 98* | -18 | 32 | 84* | 75* | 76* | 84* | 7
COc1ccc(-n2nnnc2C(c2ccccc2OC(F)(F)F)N2CCC(n3c(=O)[nH]c4ccccc43)CC2)cc1 (stereo unspecified) | -21 | 17 | 2 | 5 | 3 | . | 26 | 1 | 7 | 39 | 18
COc1ccc(OCC(=O)N2CCN(Cc3ccc(SC)cc3)CC2)cc1 | -6 | 5 | -3 | -1 | 0 | 2 | 6 | 5 | -13 | 5 | 13
CC1CCC(NCC(O)c2ccccc2)CC1 (stereo unspecified) | -2 | -16 | 1 | 2 | 6 | -2 | -46 | -4 | -8 | -26 | 16
CC1=C(C(=O)O)N2C(=O)C(NC(=O)Cc3ccccc3)C2SC1 (stereo unspecified) | -16 | -11 | 11 | -5 | -2 | 7 | 9 | -9 | -2 | -4 | 0
CCN(CC)CCOC(=O)c1ccc(N=Cc2c(O)[nH]c(=O)[nH]c2=O)cc1 | -8 | 5 | 3 | 12 | 2 | -2 | 19 | -7 | 21 | 2 | -4
Cc1cc(C(=O)NP(=O)(N2CCOCC2)N2CCOCC2)c(C)n1C1CC1 | 7 | 1 | -6 | -1 | 2 | 0 | -3 | 16 | -7 | -32 | -6
CN1C2CCC1CC(=NO)C2 | -5 | -12 | 4 | 2 | 14 | -6 | 16 | -14 | -5 | -2 | -8
Cc1c(C=O)c2ccccc2n1Cc1ccccc1 | 13 | 4 | 12 | 5 | -6 | -2 | 5 | 3 | 10 | 9 | 17
COc1ccccc1N1CCN(Cc2cccc(OC)c2O)CC1 | 20 | 2 | 6 | 20 | 1 | -2 | -13 | 9 | 12 | -6 | 3
Cc1cccc(CCNCc2cc3cccc(C)c3[nH]c2=O)c1 | 10 | -6 | 1 | -15 | -9 | 12 | -12 | 5 | 7 | 1 | -16
C=C(CO)CC1CC(O)[C@]2(C)OC3CC4OC5C[C@]6(C)O[C@]7(C)CCC8OC9C[C@]%10(C)OC%11C(C)=CC(=O)OC%11CC%10OC9C[C@@H](C)C8OC7CC6O[C@]5(C)C/C=C\C4OC3CC2O1 (stereo partly specified) | -2 | -5 | 8 | -19 | 3 | 3 | -3 | -3 | 2 | -6 | -6
OC1(c2ccccc2)CCNC2CCCCC21 (stereo unspecified) | 2 | 12 | 2 | -15 | -6 | -8 | 17 | -5 | 0 | -12 | 4
C#CCN1CCN(c2ccc(F)cc2)CC1 | -19 | 4 | -1 | -1 | 14 | 1 | 3 | -1 | -13 | 9 | 16
COC(=O)C1=CO[C@H](C)[C@H]2CN3CC[C@@]4(C(=O)Nc5ccccc54)[C@@H]3C[C@H]12 | 11 | -1 | -9 | -31 | 3 | 6 | -25 | -1 | 4 | 12 | 0
O=C(N/N=C/c1c(O)n(C2CC2)c(=S)[nH]c1=O)c1ccccc1O | 22 | -24 | -3 | -32 | 7 | 10 | -24 | -17 | 14 | -54 | -2
CCOC(=O)[C@]12Cc3cc(C)ccc3[C@H]1N(C1CCCCC1)C(=O)c1ccccc12 | 69* | . | 92* | 61 | . | . | . | 20 | 36 | 44 | .

2 of these compounds, reformatted.
Structure,TWEAK-Fn14 inh,NCOA1 inh,C8 TRAIL sens,NR5A2 inv ag,KKLEB tox,EBV LMP1 NFkB,SRC3 inh,SRC2 inh,NR2F2 inh,TROY signal inh,CF NFkB block
CCOC(=O)[C@]12Cc3cc(C)ccc3[C@H]1N(C1CCCCC1)C(=O)c1ccccc12,69*,.,92*,61,.,.,.,20,36,44,.
C[C@]12CCC(=O)C=C1CC[C@@H]1C2[C@H](O)C[C@]2(C)C(=O)CCC12 (stereo partly specified),1,0,-16,13,3,-3,13,-26,-7,-4,-5

Three entries drawn at random from the list so far, as already listed:
SMILES | TWEAK-Fn14 inh | NCOA1 inh | C8 TRAIL sens | NR5A2 inv ag | KKLEB tox | EBV LMP1 NFkB | SRC3 inh | SRC2 inh | NR2F2 inh | TROY signal inh | CF NFkB block
Cc1cccn2c(=O)c3c(nc12)N1CCC(Cc2ccccc2)CC1C1(C3)C(=O)N(C)C(=O)N(C)C1=O (stereo unspecified) | -1 | -5 | -7 | 0 | -8 | 9 | -1 | -23 | 12 | 6 | 8
CCOC(=O)[C@]12Cc3cc(C)ccc3[C@H]1N(C1CCCCC1)C(=O)c1ccccc12 | 69* | . | 92* | 61 | . | . | . | 20 | 36 | 44 | .
C#CCN1CCN(c2ccc(F)cc2)CC1 | -19 | 4 | -1 | -1 | 14 | 1 | 3 | -1 | -13 | 9 | 16

Returning to the listing, starting four compounds before the break.
SMILES | TWEAK-Fn14 inh | NCOA1 inh | C8 TRAIL sens | NR5A2 inv ag | KKLEB tox | EBV LMP1 NFkB | SRC3 inh | SRC2 inh | NR2F2 inh | TROY signal inh | CF NFkB block
C#CCN1CCN(c2ccc(F)cc2)CC1 | -19 | 4 | -1 | -1 | 14 | 1 | 3 | -1 | -13 | 9 | 16
COC(=O)C1=CO[C@H](C)[C@H]2CN3CC[C@@]4(C(=O)Nc5ccccc54)[C@@H]3C[C@H]12 | 11 | -1 | -9 | -31 | 3 | 6 | -25 | -1 | 4 | 12 | 0
O=C(N/N=C/c1c(O)n(C2CC2)c(=S)[nH]c1=O)c1ccccc1O | 22 | -24 | -3 | -32 | 7 | 10 | -24 | -17 | 14 | -54 | -2
CCOC(=O)[C@]12Cc3cc(C)ccc3[C@H]1N(C1CCCCC1)C(=O)c1ccccc12 | 69* | . | 92* | 61 | . | . | . | 20 | 36 | 44 | .
CCCCCCN=C(C)c1c(O)n(CCCC)c(=O)[nH]c1=O | 22 | -5 | 24 | 0 | 1 | -4 | 4 | 12 | 5 | -2 | 6
CC(=O)[C@@]1(O)CC[C@H]2[C@@H]3CC=C4C[C@@H](O)CC[C@]4(C)[C@H]3CC[C@@]21C | -5 | -18 | -4 | 3 | 3 | 0 | 13 | -11 | 26 | 6 | -12
CCN(CC)c1ccc(/C=C2\C(=O)NC(=O)N(CC3CCCO3)C2=O)cc1 (stereo unspecified) | 5 | -10 | -3 | 30 | -10 | -26 | 1 | -9 | -1 | -1 | -4
CCOC(=O)[C@]12Cc3c(cc(OC)c(OC)c3OC)[C@H]1N(CCC(=O)OC)C(=O)c1ccccc12 | -11 | . | 18 | 16 | . | . | . | -3 | -19 | 16 | .
CN1CCC2(CC1)CC(NC=O)c1ccccc1O2 (stereo unspecified) | 4 | -49 | 0 | 11 | 17 | 2 | 4 | 9 | -2 | 14 | 8
CCOC(=O)c1[nH]c(C)c(C(=O)N2CCC3(CC2)OCCO3)c1C | 4 | 8 | -13 | -2 | 6 | 1 | 16 | -3 | -10 | 9 | -24
C=CP(=O)(O)c1ccccc1 | -3 | 6 | -14 | -7 | 2 | -7 | 4 | 10 | 5 | -6 | 9
CC12CCC3C(CCC4C/C(=N/O)CCC43C)C1CCC2O (stereo unspecified) | -3 | 7 | -17 | -4 | 0 | 8 | 7 | -6 | 5 | 7 | 2
CCOC(=O)C1=C(N)OC2=C(C(=O)CCC2)C12C(=O)N1c3c(ccc(C)c32)C(C)=CC1(C)C (stereo unspecified) | 21 | 5 | -8 | 12 | -4 | 7 | 17 | 22 | 11 | -4 | 3
CN(C)c1ccc(P(=S)(N(C)C)N(C)C)cc1 | -17 | 1 | 2 | -8 | 10 | -1 | -9 | -16 | 10 | 9 | 9
Cc1c(CCN)ccc2c1[nH]c1ccccc12 | -1 | 9 | -16 | 7 | 0 | -8 | -14 | -32 | 5 | -1 | -4
CCOC(=O)C1(c2ccccc2)CCN(CCC(C#N)(c2ccccc2)c2ccccc2)CC1 | -15 | -28 | 26 | 5 | -1 | -44 | -110 | 3 | 24 | -2 | 8
O=C(O)c1cccc2c1NC(c1cccc([N+](=O)[O-])c1)C1CC(Sc3ccccc3[N+](=O)[O-])C(Cl)C21 (stereo unspecified) | 6 | 2 | 2 | 23 | 2 | -12 | 9 | -6 | 2 | 13 | 17
Cn1cccc1/C=C1/C(=O)NC(=O)N(Cc2ccccc2)C1=O | 16 | -9 | 25 | 9 | -28 | 4 | -21 | 6 | 9 | 24 | 46
Cc1nc2ccccc2n1C1CCN(Cc2nnnn2CCc2ccccc2)CC1 | -44 | -26 | 10 | 1 | -6 | 47* | 5 | -15 | -20 | -4 | -3
C=CCN1CCc2cccc3c2[C@H]1Cc1ccc(O)c(O)c1-3 | -35 | -16 | 14 | -8 | 1 | -9 | -2 | 19 | -12 | 11 | -10
CCOP(=O)(OCC)c1cc(CC)ccc1O | 5 | 5 | -10 | 1 | -6 | -7 | -8 | -23 | -24 | 5 | 3
Cc1ccc(C2=CCNCC2)cc1 | -16 | 12 | 1 | 3 | -3 | 10 | 19 | -8 | 7 | 17 | -6
CC(C)(C)C(=O)N1Cc2ccccc2-n2nncc2C1 | -4 | 9 | -3 | 2 | -6 | 0 | 22 | -38 | 2 | -3 | 36
O=C1NC(=O)N(Cc2ccco2)C(=O)/C1=C\c1ccc(-c2ccc(F)cc2)o1 | -6 | -21 | -9 | -18 | -6 | . | 3 | 26 | -14 | -5 | -2
